# CRFBP-R2 block = blocks CRF-induced signaling of the CRF-BP/CRF-R2 complex. hit rate 0.59% among 350,000. inhibition, % at 11.8 µM. HEK293 CRF-R2/CRF-BP, CRF-induced calcium fluorescence;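 active means inhibition of the ligand-induced calcium signal above about 50% at the single tested concentration, limit read from the data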
# CHRM4 agonist = agonists of human muscarinic M4 receptor (CHRM4); P08173; CHO-K1 hM4/Gqi5, Fluo-8 calcium fluorescence; vehicle 0%, full acetylcholine response 100%; activation, % at 3 µM; hit rate 0.14% among 360,000; AID 624127;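 active means activation above the run mean over all test wells plus 3 SD, cut at about 32% in these data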;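 further: peak over basal fluorescence ratio per well then scaled between controls; 0% = DMSO wells and 100% = acetylcholine at EC100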
# IDE cell inh = inhibitors of human insulin-degrading enzyme in cells | inhibition, % at 5.59 µM | HEK cells, FAbetaB cleavage, fluorescence polarization | P14735 | hit rate 0.41% among 320,000;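 active means percent inhibition above the average of all tested compounds plus 3 SD, set per screening campaign, cut at about 16% in these data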;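 further: IDE supplied by intact live HEK cells; FP after avidin binding of uncleaved biotin substrate so inhibition keeps polarization high; 0% = DMSO wells and 100% = 60 µM reference IDE inhibitor Ii1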
# Target sequence (P14735 whole entry, looked up): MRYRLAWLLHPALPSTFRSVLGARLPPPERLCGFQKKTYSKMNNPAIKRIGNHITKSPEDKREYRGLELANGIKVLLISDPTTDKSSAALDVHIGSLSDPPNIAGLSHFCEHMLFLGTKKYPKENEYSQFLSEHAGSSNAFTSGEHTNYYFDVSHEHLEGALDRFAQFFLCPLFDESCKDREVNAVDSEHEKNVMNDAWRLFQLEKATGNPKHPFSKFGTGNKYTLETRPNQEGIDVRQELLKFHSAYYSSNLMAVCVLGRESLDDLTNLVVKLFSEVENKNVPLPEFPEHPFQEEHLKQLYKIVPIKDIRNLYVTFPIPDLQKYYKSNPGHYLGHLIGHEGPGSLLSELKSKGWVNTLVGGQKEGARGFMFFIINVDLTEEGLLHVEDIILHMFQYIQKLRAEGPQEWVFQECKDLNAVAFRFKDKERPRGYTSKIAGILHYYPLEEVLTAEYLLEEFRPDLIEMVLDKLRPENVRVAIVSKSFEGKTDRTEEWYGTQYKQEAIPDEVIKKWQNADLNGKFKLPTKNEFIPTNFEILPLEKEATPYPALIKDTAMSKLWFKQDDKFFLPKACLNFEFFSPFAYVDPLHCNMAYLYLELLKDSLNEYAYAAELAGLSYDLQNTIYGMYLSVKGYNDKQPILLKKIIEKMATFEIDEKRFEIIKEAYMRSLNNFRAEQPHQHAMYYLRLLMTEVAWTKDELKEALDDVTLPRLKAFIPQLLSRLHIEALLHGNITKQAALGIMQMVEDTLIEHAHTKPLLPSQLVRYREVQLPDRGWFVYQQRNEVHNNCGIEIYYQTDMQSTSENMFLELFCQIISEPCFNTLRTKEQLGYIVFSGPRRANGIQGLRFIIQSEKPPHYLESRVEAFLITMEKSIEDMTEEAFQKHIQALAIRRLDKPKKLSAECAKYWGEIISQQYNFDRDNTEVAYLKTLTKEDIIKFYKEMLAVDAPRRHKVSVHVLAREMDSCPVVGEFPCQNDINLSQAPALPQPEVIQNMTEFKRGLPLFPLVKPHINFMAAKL
# CHRM4 antagonist = blocks acetylcholine activation of human M4 receptor; P08173; CHO-hM4 cells, ACh EC80, Fluo-8 calcium fluorescence; inhibition, % at 3 µM; hit rate 0.73% among 360,000; AID 624125;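 active means inhibition above its plate's cutoff, the mean inhibition of sample wells plus 3 SD, cut at about 27% in these data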;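 further: 0% = acetylcholine EC80 with DMSO and 100% = DMSO without agonist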
# M4 PAM = potentiates acetylcholine response at human M4 receptor; CHO-K1 hM4/Gqi5, Fluo-8 calcium fluorescence, ACh EC20; 0% = ACh EC20, 100% = maximal ACh; activation, % at 3 µM; hit rate 0.4% among 360,000; AID 624126;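 active means activation above its plate's cutoff, the mean activation of sample wells plus 3 SD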; further: some results filed as inactive read as strong as hits
# CRFR2-BP ag = CRF-BP/CRF-R2 complex agonism; HEK293 CRF-R2/CRF-BP, calcium dye fluorescence (FLIPR); percent of saturating CRF peptide response; activation, % at 13.2 µM; hit rate 0.46% among 350,000; AID 588473;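 active means activation of at least 50%, plus an integration ratio under a set limit after plate pattern correction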;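 further: plate controls were neutral control wells without compound for no effect and CRF at EC100 for full effect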
# M5 antag = antagonists of human muscarinic M5 receptor (CHRM5). P08912. CHO-hM5 cells, Fluo-8 calcium fluorescence, ACh EC80. inhibition, % at 3 µM. hit rate 0.59% among 360,000. AID 624040;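 active means inhibition above a per-plate cutoff, the mean of that plate's test compounds plus 3 SD, cut at about 27% in these data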;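 further: 0% = acetylcholine EC80 with DMSO and 100% = DMSO without agonist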
# CHRM5 agonist = CHRM5 agonism in calcium assay; CHO-K1 hM5 cells, Fluo-8 calcium fluorescence; 0% DMSO wells, 100% maximal acetylcholine response; activation, % at 3 µM; hit rate 0.19% among 360,000;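 active means activation above the run's mean over test compounds plus 3 SD, cut at about 23% in these data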;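 further: signal is peak over basal fluorescence ratio across the kinetic read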
# M5 PAM = positive allosteric modulators of human muscarinic M5 receptor | P08912 | CHO-K1 hM5, Fluo-8 calcium, ACh EC20 PAM; 0% = ACh EC20, 100% = ACh EC100 | activation, % at 3 µM | hit rate 0.3% among 360,000;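 active means activation above the run cutoff, the mean activation of all test compounds plus 3 SD, cut at about 18% in these data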
#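 system = human M5 receptor in CHO-K1 cells | reagent = EC20 acetylcholine as agonist stimulus | compound dosing = single-point, 3 µM nominal | incubation = Fluo-8 loading 80 min at 37 °C plus 30 min room temperature | detection = Fluo-8 calcium dye fluorescence, kinetic read | benchmarks = low control EC20 acetylcholine (0%), high control EC100 acetylcholine (100%)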
# Active calls of the source: *; / = not tested or not shown. Hits appear at their usual frequency; about 2.9% have a hit in one of these screens.
# Sample of the layout (2 entries):
SMILES,CRFBP-R2 block,CHRM4 agonist,IDE cell inh,CHRM4 antagonist,M4 PAM,CRFR2-BP ag,M5 antag,CHRM5 agonist,M5 PAM
O=C(NC(Cc1ccccc1)C(=O)O)/C(=C/c1ccc([N+](=O)[O-])cc1)NC(=O)c1ccco1 (stereo not given),-2,3,2,-7,5,-0.6,8,3,-1
Cc1ccc(NC(=S)N2C3CCCC2CC(NC(=O)C2CC2)C3)cc1C (stereo not given),4,1,3,-12,-8,-0.8,-1,-8,-1

# This part in full, from the start:
SMILES,CRFBP-R2 block,CHRM4 agonist,IDE cell inh,CHRM4 antagonist,M4 PAM,CRFR2-BP ag,M5 antag,CHRM5 agonist,M5 PAM
O=C(NC(Cc1ccccc1)C(=O)O)/C(=C/c1ccc([N+](=O)[O-])cc1)NC(=O)c1ccco1 (stereo not given),-2,3,2,-7,5,-0.6,8,3,-1
Cc1ccc(NC(=S)N2C3CCCC2CC(NC(=O)C2CC2)C3)cc1C (stereo not given),4,1,3,-12,-8,-0.8,-1,-8,-1
O=[N+]([O-])c1cccc(S(=O)(=O)Nc2nc3ccccc3nc2Nc2cccc(S(=O)(=O)N3CCCCC3)c2)c1,90*,1,/,-1,-2,11,-3,-2,0
Cc1ccc(O)c(NC2=C(Cl)C(=O)N(Cc3ccccc3)C2=O)c1,-11,1,/,-4,0,-1.0,13,3,-3
Cc1ccccc1NC(=O)COc1ccc2oc(=O)cc(C)c2c1,1,2,-3,8,0,-0.5,6,1,-4
Fc1ccc(NC(=S)Nc2cccnc2)cc1,6,1,13,5,-10,6.7,-3,1,-2
Cc1ccc(S(=O)(=O)N2CCN(S(=O)(=O)c3ccccc3)C2)cc1,0,4,/,-19,0,0.1,-2,-3,0
CC(=O)Nc1ccc(N/C(N)=N/c2nc(C)cc(C)n2)cc1,-6,0,7,1,-6,-1.8,-3,-3,4
CN(CC(=O)NCC1COc2ccccc2O1)S(=O)(=O)c1ccc(Cl)cc1 (stereo not given),10,8,6,-1,-4,-3.8,18,0,4
Cc1ccc(NC(=O)[C@H](NC(=O)[C@@H]2Cc3ccccc3CN2)c2ccccc2)cc1C,-14,4,-3,-13,-5,0.6,8,-2,-3
CC12CN3CC(C)(CN(C1)C3c1ccc(Cl)cc1Cl)C2=O (stereo not given),-11,1,0,0,-9,-2.0,-2,0,-11
O=C(Nc1ccc2c(c1)OCO2)c1cc(-c2cccnc2)nc2ccccc12,-7,5,-6,2,0,1.8,1,-3,-7
N#CCCCSc1nnnn1-c1cccc(Cl)c1,18,1,6,8,-1,-0.5,2,-6,-2
O=C(CNC(=O)c1ccc(N2C(=O)c3ccccc3C2=O)cc1)OCC(=O)c1ccccc1,-16,1,5,-4,1,-1.7,-9,1,4
COc1cc(CCCN2C(=S)NC[C@@H]2CCCCN)cc(OC)c1OC,8,0,2,-10,7,-0.3,10,-1,-3
O=C(CCc1ccccc1)NNC(=S)NCCc1ccccc1,-25,4,-1,4,4,1.5,7,1,-9
Cc1cn2c(-c3ccc(Cl)cc3)nnc2s1,-9,-1,-2,-2,4,1.3,2,3,3
COc1ccc(F)cc1-c1cc(C(=O)NCc2cccc(C(F)(F)F)c2)[nH]n1,/,1,/,2,-3,/,3,-2,-8
COc1ccc(C(=O)CCC(=O)N2CCN(c3ccc(C)cc3)C(C)C2)cc1 (stereo not given),-2,6,2,-1,-9,-1.4,5,3,-4
COc1cc(C(=O)NCc2ccc(F)cc2)cc(Cl)c1OC,2,4,0,-3,3,0.4,-1,0,5
CN1C(=O)OC(C)(C)C1=O,/,0,4,-4,9,/,-5,1,1
COCCN(C(=O)c1ccc(-c2ccc(Cl)cc2)o1)c1c(N)n(CC(C)C)c(=O)[nH]c1=O,-5,1,1,-10,4,-0.9,-4,0,-4
CCOC(=O)C1=C(COC(=O)COc2ccccc2C#N)NC(=O)NC1C (stereo not given),-3,3,9,-2,3,-0.6,8,1,-4
Cc1oc2c(c1C(=O)N1CCOCC1)C(=O)c1ccccc1C2=O,4,8,3,-24,-3,-2.4,-1,4,-3
CCCN1CCc2c(sc(NC(=S)NC(=O)c3ccccc3)c2C#N)C1,-178,31,39*,21,-11,148*,17,19,-12
COc1ccc(C2=NOC(Cn3nc(-c4ccccc4)cc3C(=O)O)C2)cc1 (stereo not given),6,0,2,-1,12,-0.3,7,-1,3
Cc1ccc(S(=O)(=O)NNC(=S)Nc2cccc(C)c2C)cc1,-7,0,-6,5,5,-0.9,-2,1,11
Cc1ccc2c(=O)n3c(nc2c1)C(Cc1ccc(O)cc1)NC(=O)c1cc2ccccc2cc1-3 (stereo not given),5,8,/,-1,-4,0.2,6,4,0
Cc1cccc(C(=O)OCC(=O)N2CCCCCC2)c1C,-11,2,5,-11,0,-4.8,12,0,0
CN(C)C(=O)CCc1nc(-c2ccc(C(C)(C)C)cc2)no1,-13,3,-9,-4,-5,-1.4,4,0,-1
COc1ccc(N2CCN(S(=O)(=O)c3ccc(OC)c(C(=O)N4CCCCC4)c3)CC2)cc1,3,4,3,1,-2,0.2,15,-2,-5
NC(=O)C1CCCN(C(=O)c2ccc(-c3cccc(Cl)c3Cl)o2)C1 (stereo not given),-1,5,/,-3,0,-0.4,12,-4,-1
CCOC(=O)c1[nH]c2c(c1-c1ccc(OC)cc1)C(=O)CC(c1ccc(OC)c(OC)c1)C2 (stereo not given),-7,0,6,-10,5,2.7,3,-3,-1
COc1cccc(NC(=S)N(Cc2ccc(Cl)cc2)Cc2ccc(C(=O)O)cc2)c1,-32,0,-6,0,6,-2.1,2,-3,8
COC(=O)c1cc2c(-c3ccccc3)c(C)c3ccccn3c-2c1C(=O)OC,-10,3,-1,11,4,2.6,1,-3,1
O=C(CCNC(=O)OCc1ccccc1)NC1CCCCCC1,-5,1,2,3,10,6.4,-16,0,17
O=C(/C=C/c1ccccc1)c1cc(Br)ccc(=O)c1O,-18,1,-1,6,-1,0.1,7,-1,3
COc1ccc(C(=O)NCC(=O)OCc2ccc([N+](=O)[O-])cc2)cc1,30,1,0,1,0,-0.1,10,-4,-5
CC1(C(=O)NS(=O)(=O)c2cccc(C#N)c2)CCN1C(=O)Cc1cc(F)ccc1F (stereo not given),/,1,/,-11,5,/,-2,2,-4
CCN1CCCC1CN=Cc1c(O)n(-c2ccccc2)c(=O)c2ccccc12 (stereo not given),5,0,-2,1,1,2.0,-3,-4,0
COc1cc(F)ccc1-c1csc(C(O)c2ccc(F)c(F)c2)n1 (stereo not given),/,0,/,-3,8,/,-7,-2,-1
O=C(COc1ncnc2ccccc12)N1CCN(C(=O)c2ccco2)CC1,-5,0,-3,-2,-1,-0.8,3,-1,-2
O=C(Nc1ccccc1C(=O)OCC(=O)N1CCc2ccccc2C1)c1ccco1,-4,5,4,6,1,3.0,2,1,-3
CCCN1CNc2c(c(=O)[nH]c(=S)n2CCc2ccc(OC)c(OC)c2)C1,-7,2,7,-4,0,-2.1,10,3,3
CCC(=O)Nc1ccc(-c2nn3c(C)nnc3s2)cc1C,4,0,1,7,19,-0.9,-9,5,12
COc1ccc(OC)c(CCNC(=O)C2CCN(c3ncnc4c3nc3n4CCCCC3)CC2)c1,-8,0,12,2,5,-0.7,13,-4,-1
COc1ccc(NS(=O)(=O)c2cccc(C(=O)NCC(c3ccc(OC)cc3)N3CCCCC3)c2)cc1 (stereo not given),-11,8,/,-13,1,-0.6,1,-8,4
Cc1cc(Cl)ccc1NC(=O)CSc1nnc(Cc2cccs2)n1Cc1ccco1,-3,3,-2,-7,-1,-0.3,5,-1,-5
COC(=O)C1CCN(C(=O)COC(=O)C2CCN(S(=O)(=O)c3ccc4c(c3)OCCO4)CC2)CC1,-4,2,3,0,0,-2.0,-12,-5,3
Cc1ccc(C(=O)Nc2nc3ccccc3n3nnnc23)cc1,-13,1,10,9,3,-1.7,-3,-4,-3
COc1cccc(OCC(=O)NNC(=O)C(=O)Nc2cccc(C)c2)c1,-3,1,-9,-20,6,-0.3,-11,0,4
N#C/C(=C\c1cn[nH]c1-c1ccc(Cl)cc1)C(=O)NC1CC1,12,10,2,-7,-3,0.8,12,2,-15
O=C(N/N=C/c1cccnc1)c1ccccc1OCc1cccc(Br)c1,18,7,2,4,-6,-0.5,-2,0,-12
CC(=O)N/C(=C\c1ccccc1)C(=O)OCC(=O)Nc1cc(S(=O)(=O)N(C)C)ccc1C,-1,2,0,-3,3,1.7,3,1,6
CCCCOC(=O)Nc1ccc(C(=O)OCCC)cc1,21,-1,4,-7,-6,0.3,-5,-4,-3
NC(=O)c1cccc(Nc2nc(C(N)COCc3ccccc3)cs2)n1 (stereo not given),/,1,/,-15,2,/,-2,2,6
O=C1CS/C(=N/N=C/c2ccccc2)N1c1ccc(O)cc1,-9,6,0,-7,0,-1.2,-3,5,-3
COC(=O)c1ccc(C(=O)OC)c(NC(=O)COC(=O)C2CCCCC2)c1,-28,2,-1,-1,3,3.3,-1,-3,4
O=C1COc2ccc3ccccc3c21,-10,0,2,-7,6,-0.6,0,-4,-2
CCOC(=O)C(=CNc1ccccc1N1CCOCC1)C(=O)OCC,4,-2,1,0,1,-0.2,-1,8,12

# Further records
SMILES,CRFBP-R2 block,CHRM4 agonist,IDE cell inh,CHRM4 antagonist,M4 PAM,CRFR2-BP ag,M5 antag,CHRM5 agonist,M5 PAM
CCCn1c(O)c(N=NC(=O)CNC(=O)c2ccncc2)c2ccccc21,-3,2,-2,0,0,0.4,-8,-2,6
O=C(CNC(=O)c1ccccc1)NCc1ccc(Cl)cc1,13,1,1,5,-2,-1.9,8,-2,-6
C#CCN(C[C@@H]1[C@@H](OC(=O)NC2CC2)[C@@H](OC(=O)NC2CC2)Cn2c(=O)n(CCCCCC)c(=O)n21)S(=O)(=O)c1ccc(C)cc1,5,0,/,-12,2,-0.1,-5,-1,-3
O=C(NC1CCN(C(=S)NCc2ccco2)CC1)C1CCCCC1,9,1,-1,-1,5,0.4,2,1,-2
O=C(NC1CCCC1)C(c1ccc(N2CCOCC2)cc1)N(C(=O)c1ccco1)c1ccccc1F (stereo not given),4,3,4,0,-5,-2.9,-13,4,-3
O=C(NN1C(=O)c2ccccc2NC1c1ccoc1)c1ccc([N+](=O)[O-])cc1 (stereo not given),12,0,-6,-2,-1,-1.8,1,4,-2
CCc1nc2c(OCc3cccc(Cl)c3)cccn2c1N(C)C(=O)c1ccco1,/,-2,/,-2,-1,/,4,-3,-4
COc1ccc(S(=O)(=O)n2nc(OC(=O)C3CCCCC3)cc2N)cc1,3,-1,-2,1,-4,-0.7,7,-11,-1
Cc1nc2cc3nc(C)sc3cc2s1,-21,0,4,14,-3,1.2,-2,-5,-1
Cc1ccc(/C=C/S(=O)(=O)NCC(=O)OCC(=O)N2CC(=O)Nc3ccccc32)cc1,15,1,3,8,-7,-0.8,9,-2,-3
C[N+]1(CCCCCCC(=O)/C=N/O)CCCCCC1,6,0,3,5,-10,-1.5,5,-5,2
CN(C(=O)CSc1nc2c(c(=O)[nH]1)CCCC2)C1CCCCC1,-3,-1,-2,13,-4,-1.3,-4,-1,1
O=C(N/C(=C/c1ccc(Br)cc1)c1nc2ccccc2[nH]1)c1ccco1,-18,3,-4,-3,0,-1.2,5,5,-6
CCC(c1nnnn1Cc1ccc2c(c1)OCO2)N1CCN(c2ccccc2)CC1 (stereo not given),6,4,9,-2,-3,-1.0,2,-8,-5
CN(C(=O)C(Cl)Cl)C1CC2C=CC1C2 (stereo not given),-8,0,-3,-7,1,-0.7,-4,1,3

# Compound activity deposited in PubChem by several laboratories.
